Screening results (PubChem)
p53ts 39C tox = p53ts cell cytotoxicity, nonpermissive temperature | Potency, µM (series often up to 46.1 µM), without a hit: at the top dose activity change, negative = cell killing, hits mostly cytotoxic | H1299-p53A138V viability at 39C, ATP luminescence, 24 h | hit rate 1.5% among 130,000; note: nearly all actives have a fitted effect of over 55% in size
IkB sig inh = inhibitors of IkB signaling in ABC-DLBCL cells; ABC-DLBCL IkBa-CBG/CBR dual luciferase ratio, 4 h; response scale: scaled: untreated 0%, proteasome inhibitor 100%; Potency, µM (doses to about 57.1 µM), for inactives: top-dose IkBa stabilization activation; hit rate 0.04% among 110,000; active = well fitted curve in the direction sought with a large enough effect in the signal ratio, not every such curve was filed as active; inconclusive = small, poorly fitted or top-dose-only effect, or a change in a side signal; the % refers to the signal ratio;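 note: the direction sought is a rising ratio; 0% = basal untreated cells and 100% = reference inhibitor full response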
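In this assay, an IκBα–CBG68 fusion accumulates when IKK-driven degradation is blocked; native CBR normalizes for cell number. OCI-Ly3 cells were treated 4 h with compound and doxycycline, then green and red light read after Chroma-Glo addition.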
Imprint erasure = induces erasure of genomic imprints in mouse ES cells. mouse ES Peg3-LacZ reporter, beta-gal luminescence, 40 h. Potency, µM (highest dose often 60.7 µM), for the others: top-dose activity change, positive = activation, most hits filed as activators. hit rate 0.02% among 110,000. AID 1948;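 note: 0% = negative control wells on the plate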
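Readout: BetaGlo luminescence (5 min, room temp) for LacZ from the normally silent maternal Peg3 allele in female Peg3LacZ-Neo ES cells. Cells 300/well, 40 h, 37C, 5% CO2. Data normalized per plate to negative controls.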
p53ts 32C tox = kills p53ts cells at the permissive temperature. H1299-p53A138V at 32C, ATP luminescence viability, 24 h. Potency, µM (top dose mostly 46.1 µM), inactives show top-dose activity change, negative = cytotoxicity, usual class: cytotoxic. hit rate 0.93% among 130,000. AID 924;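 note: 0% = DMSO and -100% = full killing by reference compound; nearly all actives have a fitted effect of over 55% in size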
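H1299-p53 A138V cells (temperature-sensitive p53) exposed 24 h to up to 46 uM compound at 32C, where p53 is wild-type in conformation. Viability read as ATP luminescence and normalised to DMSO and 100 uM tamoxifen. AC50 fitted with the Hill equation.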
* hit, by the source's call; u = inconclusive; x = not tested or not shown; & = joins results of further samples; [ ] = another dose, or the depositor's remark. Unless noted, calls come from the whole dose curve; as a rule, active = well fitted curve in the direction sought with a large enough effect; inconclusive = small, poorly fitted or top-dose-only effect, or another doubt; inactive = no such curve, though single readings can be large; an effect the other way counts as inactive or inconclusive. Unless noted, % is set by controls: 0 for no effect and ±100 for the full control effect; potency is the fitted concentration of half-maximal effect.

SMILES	p53ts 39C tox	IkB sig inh	Imprint erasure	p53ts 32C tox
Cc1ccccc1Cn1nc(C)c(NC(=O)c2nc3n(n2)C(C(F)F)CC(C)N3)c1C (centres undefined)	8%	0.1%	-7%	13%
Cc1occc1-c1nnc(SCC(=O)N2CCc3ccccc32)o1	-1%	u	0%	-3%
CN(C)c1ccc(CNC(=O)C2CCCN(S(=O)(=O)c3ccc4c(ccn4C)c3)C2)cc1 (centres undefined)	-27%	u	u	-11%
COc1ccc(S(=O)(=O)N2CCCC(C(=O)Nc3cccnc3)C2)cc1Cl (centres undefined)	-13%	u	-6%	1%
CCOC(=O)C1=C(C)NC(=O)NC1c1ccc(OC)c(Cl)c1 (centres undefined)	25%	0.6%	-10%	5%
CN=C(Nc1ccc2c(c1)OCO2)SC1CC(=O)N(c2ccccc2)C1=O (centres undefined)	-6%	4.9%	x	15%
CCNC(=S)NNC(=O)c1csc(CC)c1	0%	x	x	12%
CCCCCOC(=O)c1ccc(OC(=O)c2sc3ncn(Cc4cccc(F)c4)c(=O)c3c2C)cc1	21%	-0.8%	-12%[10.9 µM]	6%
CC1CC(C)CN(CCCNC(=O)c2cn(C)c3ccc(S(=O)(=O)N4CCCC4)cc3c2=O)C1 (centres undefined)	-6%	-0.5%	26%	4%
O=C(CSc1nnc(NC(=O)Nc2ccccc2)s1)Nc1cccc(F)c1	u	-2.2%	-21%[10.9 µM]	1%
COc1cccc(-n2c(=O)[nH]cc(C(=O)Nc3ccc(NC(C)=O)cc3)c2=O)c1	0%	2.6%	-6%	-2%
COc1ccccc1CCNC(=O)C(=O)NCC(c1cccs1)S(=O)(=O)c1ccccc1 (centres undefined)	-18%	u	-13%[10.9 µM]	7%
Cc1cccn2c(=O)c(C(=O)NCc3ccc(F)cc3)c(O)nc12	-8%	u	-3%[10.9 µM]	-8%
COCCn1c(=O)c(-c2ccccc2)nc2cnc(N3CCN(C)CC3)nc21	5%	2.3%[11.4 µM]	0%	5%
CCN(CCCNC(=O)CSc1cc(=O)n(C)c2ccccc12)c1ccccc1	13%	u	-5%[10.9 µM]	-2%
CCOc1ccc(Sc2cc(C(=O)NC(C)CC)c3ccccc3n2)cc1 (centres undefined)	u	3.3%	-5%[10.9 µM]	0%
CCN(CC)S(=O)(=O)c1ccc2c(c1)c(=O)c(C(=O)N1CCN(c3cc(C)ccc3C)CC1)cn2C	20%	u	23%[10.9 µM]	2%
CCCCN(CCCNC(=O)C1CCN(S(=O)(=O)N2CCOCC2)CC1)Cc1ccccc1	-5%	-0.7%	-12%	-10%
Cc1c(N=C=O)cccc1N=C=O	14%	0.4%	-1%	6%[1.84 µM]
CC(CN1CCCCC1)OC(=O)Cc1ccc(Cl)cc1 (centres undefined)	1%	-0.4%	0%	-6%
COc1cc(NC(=S)NC(=O)c2cc(C)cc(C)c2)ccc1NC(=O)c1cccs1	-5%	x	x	8%
CCCCN1CCC(COC(=O)c2cc(Cl)c(N)c3c2OCCO3)CC1	16%	-6.7%	-14%	-9%
CCOCC(=O)Nc1ccc(F)c(F)c1	4%	u	-1%	-5%
Cc1ccc(C)c(N2C(=O)CN=C2Nc2ccccc2Cl)c1	-12%	u	-8%	8%

As a short view, part of the list above:
SMILES	p53ts 39C tox	IkB sig inh	Imprint erasure	p53ts 32C tox
Cc1c(N=C=O)cccc1N=C=O	14%	0.4%	-1%	6%[1.84 µM]
CC(CN1CCCCC1)OC(=O)Cc1ccc(Cl)cc1 (centres undefined)	1%	-0.4%	0%	-6%
COc1cc(NC(=S)NC(=O)c2cc(C)cc(C)c2)ccc1NC(=O)c1cccs1	-5%	x	x	8%
CCCCN1CCC(COC(=O)c2cc(Cl)c(N)c3c2OCCO3)CC1	16%	-6.7%	-14%	-9%
CCOCC(=O)Nc1ccc(F)c(F)c1	4%	u	-1%	-5%

Next part
SMILES	p53ts 39C tox	IkB sig inh	Imprint erasure	p53ts 32C tox
COc1ccc(/C=N\NS(=O)(=O)c2ccc(C)cc2)cc1COc1ccccc1[N+](=O)[O-]	8%	x	x	7%
CCOc1ccc(N(CC(=O)O)S(=O)(=O)c2ccc(F)cc2)cc1	-3%	-1.4%	5%	4%
COc1ccc(O[C@H]2C=C[C@@H](c3ccccc3)O[C@@H]2CON=C(C)C)cc1	9%[9.22 µM]	x	x	6%[9.22 µM]
CC(C)CCNC(=O)c1ccc(Cn2c(SCC(N)=O)nc3ccccc3c2=O)cc1	2%	u	15%[10.9 µM]	-6%
COc1ccc(CSc2nnnn2C)cc1F	10%	0.3%	-11%	8%
CCN(CC)c1cc2nc(C)n(Cc3ccccc3)c(=O)c2cc1NC(=O)C1CC1	17%	x	x	-2%
CN(C(=O)c1cccc(C#N)c1)c1nnc(-c2cnccn2)s1	9%	-1.6%	-7%	-5%
Cc1n[nH]c(C)c1S(=O)(=O)N1CCN(C2CCCCC2)CC1	6%	0.3%	-21%	-12%
O=C1CCCC2=C1C(O)(C(F)(F)F)C(=O)N2Cc1ccccc1 (centres undefined)	5%	0.4%	1%	31%[activator]
Cc1cc2ccccc2c(=O)n1CC(=O)NCC(=O)N1CCN(c2ccccc2)CC1	-1%	2.2%	-12%	-4%
COCCNC(=O)C(C)Oc1ccc(Cl)cc1Cl (centres undefined)	5%	-0.3%	-6%	2%
COc1ccccc1NC(=O)CSc1nc2ccccc2n1C(C)=O	8%	1.4%	-14%	2%
O=C(COc1ncnc2ccc(Br)cc12)N1CCOCC1	8%	2.8%	1%	1%
Oc1ccc2c(c1)OC(c1ccc(O)c(O)c1)C(O)C2 (centres undefined)	-7%	x	3%	-12%
FC(F)(F)c1ccccc1-c1cc(NCc2ccccc2)ncn1	-27%	10%[11.4 µM]	1%	-26%
Cc1cccc(CNC(=O)c2cnc3c(-c4cccc(C)c4)c(C)nn3c2C)c1	-18%	-1.4%	5%[10.9 µM]	-1%
COC(=O)c1ccc(NC(=O)CN(Cc2ccccc2)S(=O)(=O)c2ccc(Cl)cc2)cc1	-4%	u	-6%[10.9 µM]	7%
CCCCC#Cc1nc(N)c2ncn([C@@H]3O[C@@H](C(=O)NCC)[C@H](O)[C@@H]3O)c2n1	-17%	u	x	9%
CCCc1c(-c2ccc(O)cc2)nn(-c2ccc(O)cc2)c1-c1ccc(O)cc1	u	u	-10%&-11%	u
Cc1cccc(N2CCN(C(=O)CN3C(=O)COc4ccc(S(=O)(=O)N5CCCC5)cc43)CC2C)c1 (centres undefined)	3%	-0.6%	-11%[10.9 µM]	10%
CO[C@@H]1COC(=O)[C@H](C)NC(=O)C/C=C\[C@@H](C)[C@@H](NS(=O)(=O)c2ccc(C)cc2)COC(=O)C/C=C\[C@@H]1C	-1%[9.22 µM]	x	x	7%[9.22 µM]
CN1C(=O)N(C)C2C1NC(=O)N2C (centres undefined)	3%	0.7%	-6%	0%
Cc1cc(NC(=O)c2ccco2)ccc1NC(=O)Cc1cccs1	-16%	x	x	-19%
Cc1nnc(SC2CC(=O)N(c3ccccc3)C2=O)s1 (centres undefined)	26%	x	x	-1%
C=C(C)C1CC=C(C)C(O)C1 (centres undefined)	0%	-0.3%	15%&14%	u
CC(C)C(=O)Nc1ccc(N2CCN(S(C)(=O)=O)CC2)cc1	-18%	-2.0%	-6%	1%
O=C(c1ccncc1)N1CCC2(CC1)CCN(C(c1ccccc1)c1ccccc1)CC2	7%	1.0%[11.4 µM]	x	-5%
COc1ccc(N(CC(=O)NCc2ccccc2Cl)S(=O)(=O)c2c(C)[nH]c(=O)[nH]c2=O)cc1	-6%	1.1%	-5%[10.9 µM]	2%
Cc1nc2sc(C(=O)NCc3ccc(Cl)cc3)c(NC(=O)c3ccccc3)c2c(C)c1C	u	0.2%	-14%[10.9 µM]	u
CCc1ccc(S(=O)(=O)NCCc2cn3ccccc3n2)s1	1%	-0.6%	-12%	-5%
CC(C)(Oc1ccc(-c2ccco2)cc1)C(=O)O	7%	-0.7%	2%	5%
COCCNC(=O)CN1c2ccccc2CC1C (centres undefined)	1%	0.4%	-6%	6%
COc1cccc(OC)c1C(=O)NCCc1csc(-c2ccc(Cl)cc2)n1	-17%	0.0%	-8%[10.9 µM]	12%
Cc1ccc2cc3c(nc2c1)N(Cc1ccco1)CC3	17%	3.3%	-15%	8%
CCOc1ccc(NC(=O)C2CCCN(S(=O)(=O)c3c(C)nn(C)c3C)C2)cc1 (centres undefined)	7%	-0.9%	-20%	-3%
O=C(Nc1ccc2c(c1)OCCO2)C1CCCN(c2ncccn2)C1 (centres undefined)	u	1.7%	-21%	u

Compound profiles (already shown):
Profile of `Cc1cccn2c(=O)c(C(=O)NCc3ccc(F)cc3)c(O)nc12` : p53ts 39C tox: -8%; IkB sig inh: u; Imprint erasure: -3%[10.9 µM]; p53ts 32C tox: -8%
Profile of `CN(C(=O)c1cccc(C#N)c1)c1nnc(-c2cnccn2)s1` : p53ts 39C tox: 9%; IkB sig inh: -1.6%; Imprint erasure: -7%; p53ts 32C tox: -5%

The listing continues.
SMILES	p53ts 39C tox	IkB sig inh	Imprint erasure	p53ts 32C tox
COc1ccc(NC(=O)C2=CC(c3ccc4c(c3)OCO4)=NS(=O)(=O)N2C)cc1OC	-2%	2.8%	-10%[10.9 µM]	12%
O=C(NC(C(=O)O)c1ccccc1)c1ccc(S(=O)(=O)N2CCOCC2)cc1 (centres undefined)	4%	0.4%	21%	4%
COC(=O)c1cc(NCc2c(F)cccc2Cl)ccc1N1CCOCC1	-18%	2.0%	20%	4%
CC(=O)N1c2c(cc(Br)cc2S(=O)(=O)N2CCN(C(=O)c3ccco3)CC2)CC1C (centres undefined)	5%	2.3%	-10%	0%
CC(=O)Nc1nnc(SCc2cc(=O)c3cc(C)ccc3[nH]2)s1	1%	0.7%	16%[10.9 µM]	6%
CC1=CC(=O)C2=C(C)CC[C@@H]3[C@@H](OC(=O)[C@H]3C)[C@H]12	-2%[20.6 µM]	0.5%[25.6 µM]	-9%[16.8 µM]	2%[20.6 µM]
O=C(NC1CCCCC1)c1ccc(N2CCCC2=O)cc1	-6%	u	-36%[inhibitor]	-16%
CCN(CC)c1ccc(NC(=O)Nc2cccc(C(C)=O)c2)cc1	13µM*	u	-11%	13µM*
CCc1cccc(NC(=O)C(CC)n2nc(C)c3sc4ccccc4c3c2=O)c1 (centres undefined)	-8%	-3.0%	-15%[10.9 µM]	0%
CCc1nnc(NC(=O)CSc2nnc(-c3cc4ccccc4cc3O)n2CCOC)s1	-9%	0.5%	-7%	6%
CCOc1ccc(S(=O)(=O)NCCC(=O)OCN2C(=O)c3ccccc3C2=O)cc1	-3%	1.1%	-8%	1%
Cc1cccc2sc(NC(=O)C3CCCN(S(=O)(=O)c4cccc5nonc45)C3)nc12 (centres undefined)	-17%	5.6%	-4%	-3%
COc1cccc(NC(=O)C2CC(=O)OC23CCOC(C)(C)C3)c1 (centres undefined)	2%	1.7%	7%	23%
CCOC(=O)C1CCCN(S(=O)(=O)c2cccs2)C1 (centres undefined)	9%	-2.8%	-15%	18%
Cc1nnc(NC(=O)Oc2ccccc2)s1	1%	0.0%	4%	-4%
Cc1cc2oc(C(=O)Nc3ccc(S(=O)(=O)Nc4onc(C)c4C)cc3)cc(=O)c2cc1C	16%	u	-3%[10.9 µM]	10%
COc1ccc(OC)c2[nH]c(=O)c(CCNC(=O)c3cc4ccccc4o3)cc12	u	u	-77%[inhibitor]	13µM*
CCOc1ccc(-n2c(Cc3cc(=O)[nH]c(=O)[nH]3)nnc2SCc2cccnc2)cc1	2%	-2.0%	-5%	4%
Cc1ccc(C(=O)Nc2nnc(S(=O)(=O)N3c4ccccc4CC3C)s2)cc1 (centres undefined)	-7%	u	-4%[10.9 µM]	-5%
COc1ccc2cc(C(=O)NCc3ccc4c(c3)CCN4C(=O)c3ccc(C)cc3)[nH]c2c1	13%	u	-8%[10.9 µM]	0%
CC1CCN(C(=O)c2c(NC(=O)c3ccccc3F)sc3c2CCC(C(C)(C)C)C3)CC1 (centres undefined)	-3%	u	-10%[10.9 µM]	-4%
CCN(CCCNC(=O)CN(C)S(=O)(=O)c1cccc2nsnc12)c1ccccc1	-3%	0.1%	-2%	-22%
